# CCR6 antag = CCR6 (human) receptor antagonism | 0.49% of 340,000 active | CHO-K1 CCR6 PathHunter beta-arrestin, luminescence, CCL20-stimulated | P51684 | inhibition, % at 20 µM | AID 493098;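 active = compounds whose inhibition of the agonist-driven luminescence signal at 20 µM reaches about 50%, limit read from the data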;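 also: cells stimulated with CCL20 at 14 nM final; plate controls were DMSO with CCL20 for no effect and DMSO without agonist for full effect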
# Target sequence (P51684 whole entry, looked up): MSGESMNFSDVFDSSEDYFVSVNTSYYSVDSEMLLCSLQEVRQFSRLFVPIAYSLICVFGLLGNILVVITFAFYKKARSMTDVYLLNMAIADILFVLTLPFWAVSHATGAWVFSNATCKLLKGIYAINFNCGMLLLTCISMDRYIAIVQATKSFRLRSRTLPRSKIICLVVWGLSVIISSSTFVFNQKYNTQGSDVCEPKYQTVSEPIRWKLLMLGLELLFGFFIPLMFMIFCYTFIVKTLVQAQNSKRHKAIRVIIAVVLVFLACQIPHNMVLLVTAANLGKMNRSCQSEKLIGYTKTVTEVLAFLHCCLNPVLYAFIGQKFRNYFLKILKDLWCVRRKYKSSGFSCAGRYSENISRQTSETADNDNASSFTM
# CXCR6 block = blocks human CXCR6 beta-arrestin recruitment; O00574; AID 602244; CHO-K1 PathHunter CXCR6 beta-arrestin, luminescence; 0.36% of 360,000 active; inhibition, % at 20 µM; in the data active = inhibition above about 34%, passing the limit was not always enough;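 also: antagonist mode with CXCL16 agonist at 10 nM final; 0% = 10 nM CXCL16 with DMSO and 100% = unstimulated wells without agonist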
# APOBEC3G inh = APOBEC3G (human) deaminase inhibition; Q9HC16; recombinant A3G, ssDNA deamination FAM/TAMRA fluorescence; inhibition, % at 20 µM; 0.28% of 330,000 active;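 active = inhibition of at least 40% at 20 µM, with no more than 30% in the related APOBEC3A deaminase screen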;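 also: plate controls were DMSO wells with A3G for no effect and wells lacking A3G enzyme for full effect; some compounds called inactive have numbers as strong as hits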
# Target sequence (Q9HC16 whole entry, looked up): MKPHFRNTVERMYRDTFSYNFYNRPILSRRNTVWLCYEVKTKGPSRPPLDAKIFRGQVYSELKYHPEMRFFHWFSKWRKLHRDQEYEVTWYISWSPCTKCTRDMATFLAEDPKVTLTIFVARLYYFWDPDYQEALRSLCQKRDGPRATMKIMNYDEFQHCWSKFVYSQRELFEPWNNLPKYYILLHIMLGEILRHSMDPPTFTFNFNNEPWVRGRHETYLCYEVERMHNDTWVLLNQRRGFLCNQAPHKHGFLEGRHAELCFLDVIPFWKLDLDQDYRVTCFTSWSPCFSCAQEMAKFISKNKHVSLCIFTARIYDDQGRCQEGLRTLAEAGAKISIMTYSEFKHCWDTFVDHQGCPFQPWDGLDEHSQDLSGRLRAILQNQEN
# GRIN3A LBD mod = modulators (binders) of human NR3A ligand-binding domain; NR3A LBD differential scanning fluorimetry, Tm shift; 0% = protein alone, 100% = glycine-bound protein; Tm shift relative to glycine control, % at 25 µM; 2.5% of 340,000 active;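 active = melting temperature shift of at least 10% of the positive control shift, at one fixed dose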
# Gli-Sufu block = Gli-Sufu pathway antagonism; Sufu-KO-LIGHT fibroblasts, Gli luciferase reporter luminescence; inhibition, % at 5 µM; 0.74% of 340,000 active; AID 588413;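 active = inhibition above about 55%, limit read from the data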;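 also: 0% = DMSO-treated cells and 100% = wells with medium but no cells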
# EBI2 antag = antagonists of human EBI2 receptor | EBI2 beta-arrestin recruitment, luminescence, 7a,25-OHC stimulated | AID 651636 | 0.81% of 360,000 active | P32249 | inhibition, % at 5 µM; in the data active = inhibition above about 38%;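 also: enzyme fragment complementation signal reports receptor beta-arrestin coupling in cells; 0% = agonist plus DMSO wells and 100% = wells without agonist; some results beyond the cut were filed as inactive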
# MPTP inh = inhibitors of mitochondrial permeability transition pore | isolated mouse mitochondria, Ca2+ swelling absorbance, 30 min | inhibition, % at 10 µM | 1.4% of 360,000 active;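 active = inhibition of 50% or more, scaled per plate between neutral and stimulator controls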;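 also: 0% = DMSO wells given calcium and 100% = 1 mM EGTA wells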
# A3A deaminase = blocks human APOBEC3A ssDNA deamination. P31941. recombinant A3A, FAM/TAMRA ssDNA deamination fluorescence. inhibition, % at 20 µM. 0.41% of 330,000 active. AID 493011;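 active = at least 40% inhibition at 20 µM here, with at most 30% in a related deaminase screen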;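 also: plate controls were A3A with DMSO for no effect and wells lacking A3A enzyme for full effect; some results filed as inactive read as strong as hits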
# Target sequence (P31941 whole entry, looked up): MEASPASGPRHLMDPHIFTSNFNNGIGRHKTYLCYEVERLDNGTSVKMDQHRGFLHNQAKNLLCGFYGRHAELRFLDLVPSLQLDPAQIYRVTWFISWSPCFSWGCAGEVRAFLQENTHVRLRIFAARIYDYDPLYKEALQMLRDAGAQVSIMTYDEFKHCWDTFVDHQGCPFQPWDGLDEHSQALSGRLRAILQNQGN
# * hit, by the source's call.
smiles	CCR6 antag	CXCR6 block	APOBEC3G inh	GRIN3A LBD mod	Gli-Sufu block	EBI2 antag	MPTP inh	A3A deaminase
N=c1c(C(=O)NCCc2ccccc2)cc2c(=O)n3ccccc3nc2n1CCCN1CCOCC1	29	10	-4	-1	4	12	0.3	1
CCCN(CC(=O)Nc1ccc(Cl)cc1Cl)Cc1cc(=O)n2ccsc2n1	0	6	17	-1	9	-2	1.1	6
CCCOc1ccc(C(=O)CCNC(Cc2c[nH]c3ccccc23)C(=O)O)cc1 (stereo not given)	13	0	2	4	-1	9	-0.3	-2
COc1ccc(S(=O)(=O)N(n2c(C)nnc2-n2nc(C)cc2C)S(=O)(=O)c2ccc(OC)cc2)cc1	-37	-3	-6	1	2	-8	-1.2	-2
COc1ccc(-c2nn(-c3ccccc3)cc2/C=N/Nc2ccc(S(N)(=O)=O)cc2[N+](=O)[O-])cc1OC	30	13	-8	-8	29	20	1.2	-2
CC[C@@H]1C=C(C(=O)O)[C@H](c2ccc(Cl)c(Cl)c2)N1S(=O)(=O)c1ccc(C)cc1	2	2	-4	-4	2	-3	1.2	-4
CC(=O)c1cccc(NC(=O)CCOc2ccccc2)c1	13	-9	-4	1	-15	6	1.6	1
O=C(Oc1cccc(/C=N/NC(=O)c2ccccn2)c1)c1ccc([N+](=O)[O-])cc1	-26	-14	-5	0	-7	-47	-0.8	-3
COc1ccccc1NC(=O)N1CCCC1C(=O)Nc1ccc(NC(C)=O)cc1 (stereo not given)	-2	-4	-4	1	3	-6	-0.6	-3
O=C(Cn1ccc([N+](=O)[O-])n1)NCc1ccco1	4	0	-9	0	4	-3	0.0	-3
CCOC(=O)C1=C(O)C(=O)N(Cc2ccccc2)C1	2	-9	-4	3	33	-3	-0.4	0
C=C1CSc2nc3ccccc3c(=O)n21	-2	-6	-5	-3	4	13	0.1	-6
Cc1nn(C)c(Oc2cccc(C(F)(F)F)c2)c1C#N	11	0	-3	-1	-1	-6	1.6	-1
CCOC(=O)c1ccc(NC(=O)c2cc3ccccc3o2)cc1	21	-2	1	8	-33	29	-0.6	1
c1ccc2cc(CCCc3cc4ccccc4cn3)ncc2c1	4	-6	-10	-1	9	0	-0.6	-1
CSCC[C@H](NC(=O)OC(C)(C)C)c1nnc(SCc2cccc(F)c2)o1	26	-13	-6	3	2	-2	-5.1	-6
CC(=O)C1C(=O)C=C(c2cccs2)CC1c1ccccc1 (stereo not given)	13	10	-6	-2	0	18	0.1	-3
Cc1ccc(S(=O)(=O)/N=C(/c2ccc(F)cc2)N2CCOCC2)cc1	-12	-4	-4	2	0	-10	-0.5	-3
Cc1ccc(-n2nc3c(=O)n(CCCC(=O)NCc4ccc(C)o4)nc(C)c3c2C)cc1	-6	6	-9	0	0	-2	-0.2	-7
C=CCn1c(SCC(=O)Nc2sccc2C(N)=O)nc2sc(C)c(C)c2c1=O	5	3	-12	-12	11	6	2.4	-7
Cc1ccc(S(=O)(=O)N2CCN(C(=O)c3ccccc3OCc3c(C)noc3C)CC2)cc1	3	2	4	-1	-2	11	-1.6	1
N#CCCN1CCN(S(=O)(=O)c2ccc(S(=O)(=O)NCc3ccccc3)cc2)CC1	7	-11	-8	0	4	-6	-0.1	0
O=C(/C=C/c1ccccc1)Oc1ccccc1C(=S)N1CCOCC1	11	-8	-8	-1	0	13	-1.2	-3
CC(C)NOC(=O)c1ccc(Cl)cc1	-15	-2	-2	0	-6	-4	2.6	0
CC(C)CC(=O)N1CCC(O)(CS(=O)(=O)c2ccc(Cl)c(Cl)c2)CC1	-8	-4	-3	1	7	-2	-2.1	-3
O=C(c1ccc(-c2ccccc2)cc1)N1CCN(c2ccccc2)CC1	14	0	-2	4	21	18	-1.5	-1
Cc1ccc(O)c(-c2cc(C(=O)Nc3cccnc3)[nH]n2)c1	0	-4	-6	29*	-16	1	3.5	1
Cc1cc(C)c(NC(=O)C2CCN(C(=O)c3ccco3)CC2)c(C)c1	7	3	-7	-1	-6	4	1.2	-2
CCOC(=O)c1ccc(NC(=O)c2nc[nH]c2C(=O)NC2CCN(C(=O)OC(C)(C)C)CC2)cc1	-6	-3	-5	3	4	-1	-0.4	0
Cc1cc(C(=O)N(CCC#N)Cc2cccs2)no1	-4	5	-7	2	2	16	-0.5	-5
O=C(NNC(=S)Nc1ccc(Br)cc1)c1ccc(N2CCOCC2)c([N+](=O)[O-])c1	46	21	1	19*	-3	12	30	0
Cc1ccc2nc(NC(=O)C3CCCN(S(=O)(=O)c4cccnc4)C3)sc2c1 (stereo not given)	9	-4	5	-6	6	6	-3.3	2
O=C(CNCc1cccs1)Nc1ccc(S(=O)(=O)N2CCCCC2)cc1	1	3	-4	-2	8	12	0.4	1
O=[N+]([O-])c1ccc2[nH]c(O)c(N=NC3CCS(=O)(=O)C3)c2c1 (stereo not given)	10	13	3	0	-2	-1	-0.1	6
Oc1c(Cl)cc(Cl)cc1/C=N/c1ncn[nH]1	10	18	3	8	-1	4	0.9	4
CC(C)c1nc2cc(C(=O)N(C)C3CCOCC3)ccc2o1	0	1	-5	1	-12	2	0.3	-1
COc1ccc2ccccc2c1/C=N/NC(=O)c1ccccc1F	11	-13	-7	2	-7	10	-0.5	0
O=C(O)c1cccc2c1C(=O)c1ccc(N3CCCC3)cc1S2(=O)=O	6	2	-7	1	-15	-12	-0.5	0
Cc1nnc(SCC(=O)c2ccc(Br)cc2)s1	-3	-2	-9	-2	2	3	-0.6	-1
Cc1ccc(CC2CC(=O)N(c3cc(C)on3)C2=O)cc1 (stereo not given)	5	-1	-9	-1	-9	-4	-0.5	0
Cc1ccc(N2CC(C(=O)NC3CC3)CC2=O)cc1Cl (stereo not given)	10	-10	-1	1	-12	-4	-1.2	0
CCc1ccccc1NC(=O)CNC(=O)c1cc(C2CC2)nn1-c1ccccc1	7	-7	-8	0	-1	-12	-0.2	-1
O=C(NCCc1ccccc1)NC(Cc1ccccc1)C(=O)O (stereo not given)	-3	8	-6	1	5	-9	-0.4	-3
Cn1nc(-c2ccc(Cl)cc2)c2cc(C(=O)NCCCN3CCOCC3)sc21	8	-8	-6	0	10	3	74*	1
COc1ccc([N+](=O)[O-])cc1NC(=O)c1ccc(N(Cc2ccccc2Cl)S(C)(=O)=O)cc1	18	-7	-7	-5	-2	5	2.6	-1
Nc1cn(C2OC(CO)C(O)C2O)c(=O)[nH]c1=O (stereo not given)	6	-14	-4	2	-1	-12	-1.1	-4
CCN1CCN(S(=O)(=O)c2ccc(Cl)c(C(=O)N(C)Cc3ccc(Cl)cc3Cl)c2)CC1	13	-2	-5	0	22	7	0.3	-1
O=C(Nc1ccc(OC(=O)c2cccnc2)cc1)c1cccnc1	-12	-6	-6	-3	6	4	-0.4	-3
CCn1c(C(=O)O)c(CC(=O)Nc2cccc(C(F)(F)F)c2)c2ccccc21	-3	-3	-7	-18	5	-5	2.2	-2
Cn1c(O)c(N=NC(=O)CNC(=O)c2ccco2)c2ccccc21	14	-6	0	0	-2	-7	1.4	1

# (more compounds)
smiles	CCR6 antag	CXCR6 block	APOBEC3G inh	GRIN3A LBD mod	Gli-Sufu block	EBI2 antag	MPTP inh	A3A deaminase
Cc1ccc(OCC(=O)c2cc(C)n(-c3ccccc3)c2C)c([N+](=O)[O-])n1	24	4	-7	-1	70*	2	5.2	-2
CCOc1ccc(C(=O)COC(=O)c2c(-c3ccccc3)noc2C)cc1	10	-2	-4	1	3	10	-2.0	3
O=C(c1ccsc1)N1CCCC(N2CCN(c3cccc(Cl)c3)CC2)C1 (stereo not given)	19	7	-3	-1	5	9	-1.2	1
COc1ccc(C)cc1NC(=O)NCc1ccccc1F	-9	1	-9	-1	-1	-13	-3.1	-3
O=C(COc1ccccc1)Nc1nc(-c2ccncc2)cs1	7	-1	0	5	-3	-2	-0.1	-7
COc1ccc(-c2coc3c(C)c4oc(=O)c(CCC(=O)O)c(C)c4cc23)cc1	4	-6	-4	-9	5	9	1.3	-2
Cn1cccc1C(=O)N1CCN(c2cccc(C(F)(F)F)c2)CC1	9	3	-1	-3	0	-6	2.0	3
CC1Cc2ccccc2N1C(=O)CSc1nc(-c2ccccc2)cs1 (stereo not given)	12	-12	-4	0	-13	13	3.3	1
CC1CCCCN1C(=O)c1cc2c(=O)n3ccccc3nc2s1 (stereo not given)	5	-4	39	1	-28	-1	-0.7	0
Cc1cc(Cl)ccc1OCC(=O)NNC(=O)CCOc1ccccc1	7	-4	-4	0	-8	-1	0.8	1
CCCCCN(C(=O)COC(=O)c1ccc(Br)o1)c1c(N)n(CCCC)c(=O)[nH]c1=O	3	-4	-5	0	15	-4	1.3	-2
Cc1ccc(/C=C/C(=O)OCC(=O)Nc2cccnc2Cl)cc1	1	-6	-6	3	2	0	0.1	0
COc1ccc(CCNC(=O)Cc2cccc(C(F)(F)F)c2)cc1OC	11	4	-14	-2	-9	-4	-3.9	-2
O=C(CSc1nc2[nH]c(=O)[nH]c(=O)c2s1)Nc1cccc(F)c1	2	6	-7	-2	-1	-5	-0.6	1
CCN(CC)C(=O)Cn1cc(S(=O)(=O)CC(=O)NCCc2ccc(OC)c(OC)c2)c2ccccc21	-1	5	-9	2	15	-2	3.3	1
COc1ccc(N(C)S(=O)(=O)c2cccc(C(=O)Nc3nc(C)c(C(C)=O)s3)c2)cc1	13	-4	-7	0	6	-2	3.0	-3
Cc1cc(OCC(=O)NCC2CCC(C(=O)O)CC2)c2c(C)c(Cc3ccccc3)c(=O)oc2c1 (stereo not given)	9	1	-3	0	6	-2	0.4	-2
NS(=O)(=O)c1ccc(CCN=Cc2ccccc2O)cc1	-15	-23	-2	0	-9	-7	-0.9	-1
O=C(O)c1ccc2c(=O)n3c(nc2c1)/C(=C/c1cccc(Cl)c1Cl)CCCC3	4	4	7	-4	10	-3	0.9	1
CCOC(=O)C1=C(C)N(C)C(C)=C(C(=O)OCC)C1c1ccccc1	15	14	3	0	0	13	-1.3	5
O=C(CN1CCN(Cc2ccccc2)CC1)Nc1cccc(Br)c1	7	6	-10	2	14	-4	1.4	-4
COC(=O)c1scc(C)c1NC(=O)CSc1ccc(Cl)cc1	12	1	-2	-1	-6	5	3.3	2
O=C(Nn1c(Cc2cccs2)nc2ccccc2c1=O)c1ccc(F)c(F)c1	1	9	-1	1	3	0	-0.7	-1
Cc1onc(-c2ccccc2Cl)c1C(=O)N1CCN(c2nc3ccccc3s2)CC1	-1	6	2	1	12	-6	0.2	1
C/C(=N\NC(N)=O)c1c(F)cccc1F	1	-2	-3	0	-1	-8	1.6	-1
COCCCNC(=O)COc1ccc(S(=O)(=O)NCc2ccccc2)cc1Cl	9	-2	-8	3	6	-11	0.2	0
Cc1cc(N2CCN(S(=O)(=O)c3ccccc3)CC2)nc2c(C)cccc12	3	2	-5	0	-3	11	1.6	-3
CC(=O)c1cc(C#N)c(NCCCN(C)C)nc1C	4	2	-7	-2	-3	0	-0.5	-2
Cc1cc(C(=O)COC(=O)C23CC4CC(CC(O)(C4)C2)C3)c(C)n1C	1	-1	0	1	-47	-2	-0.4	-1
CCn1c(=N)n(CC(O)COc2cccc(C)c2)c2ccccc21 (stereo not given)	7	-7	-6	2	14	-3	-0.1	5

# Profiles, looked up by structure. Order of values: CCR6 antag, CXCR6 block, APOBEC3G inh, GRIN3A LBD mod, Gli-Sufu block, EBI2 antag, MPTP inh, A3A deaminase
# Cc1cc(N2CCN(S(=O)(=O)c3ccccc3)CC2)nc2c(C)cccc12 in the list: 3, 2, -5, 0, -3, 11, 1.6, -3
# CC(C)NOC(=O)c1ccc(Cl)cc1 in the list: -15, -2, -2, 0, -6, -4, 2.6, 0

# Not a hit list (roughly 5.8% active in at least one column).
